Compound activity from PubChem BioAssay.
STEP block: STEP (human) phosphatase inhibition | P54829 | recombinant STEP, OMFP fluorogenic substrate, fluorescence | inhibition, % at 20 µM | 0.25% of 360,000 active;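 active = inhibition at 20 µM, scaled per plate between control wells, above about 37%, limit read from the data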;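 also: 0% = DMSO with enzyme and substrate and 100% = substrate only without enzyme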
Target sequence (P54829 whole entry, looked up): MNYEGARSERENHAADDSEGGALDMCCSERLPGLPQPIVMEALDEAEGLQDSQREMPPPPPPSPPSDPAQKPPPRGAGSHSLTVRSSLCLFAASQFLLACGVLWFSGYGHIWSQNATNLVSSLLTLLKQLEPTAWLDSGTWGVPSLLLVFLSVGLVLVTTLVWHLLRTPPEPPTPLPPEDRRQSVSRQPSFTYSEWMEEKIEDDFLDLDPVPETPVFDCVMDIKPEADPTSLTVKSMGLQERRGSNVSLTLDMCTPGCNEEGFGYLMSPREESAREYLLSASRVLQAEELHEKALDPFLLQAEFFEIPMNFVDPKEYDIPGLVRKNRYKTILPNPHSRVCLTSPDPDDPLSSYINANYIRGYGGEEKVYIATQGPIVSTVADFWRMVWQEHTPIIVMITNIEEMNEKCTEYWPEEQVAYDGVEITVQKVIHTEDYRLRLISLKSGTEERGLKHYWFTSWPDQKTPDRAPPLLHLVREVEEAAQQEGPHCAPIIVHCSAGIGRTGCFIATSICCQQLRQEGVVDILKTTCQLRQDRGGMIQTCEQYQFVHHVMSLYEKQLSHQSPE
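System: STEP phosphatase, cell-free reaction; Buffer or medium: Bis-Tris pH 6.0 buffer with DTT, detergent; Incubation: 20 min at room temperature, dark; Measured by: fluorescence, 480/540 nm.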
LMPTP block: LMPTP (human) inhibition; 0.22% of 360,000 active; P24666; recombinant LMPTP-A, OMFP fluorogenic substrate, fluorescence intensity; inhibition, % at 20 µM;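 active = compounds that cut the enzyme signal by at least half of the control window in the single-dose screen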;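 also: plate controls were DMSO wells with enzyme plus substrate for no effect and substrate without enzyme for full effect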
Target sequence (P24666 whole entry, looked up): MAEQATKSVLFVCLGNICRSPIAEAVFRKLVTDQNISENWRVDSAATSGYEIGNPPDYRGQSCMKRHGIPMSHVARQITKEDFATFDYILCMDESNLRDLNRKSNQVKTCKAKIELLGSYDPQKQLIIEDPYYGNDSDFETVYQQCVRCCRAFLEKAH
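Test system – LMPTP-A enzyme · Amount – LMPTP-A at 0.625 nM final in the reaction · Buffer or medium – Bis-Tris pH 6.0, DTT, detergent · Reagent – OMFP 400 µM · Doses – single 20 µM dose · Schedule – reaction 50 min, room temperature, dark · Detection – fluorescence intensity of OMFP turnover product · Evaluation – percent inhibition versus substrate-only and uninhibited controls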
Scp1 inh: blocks human Scp-1 phosphatase activity; Q9GZU7; 0.88% of 340,000 active; AID 493091; Recombinant Scp1, phosphopeptide, malachite green phosphate absorbance; inhibition, % at 20 µM;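 active = inhibition above about 50% at 20 µM, limit read from the data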;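 also: plate controls were DMSO wells with enzyme for no effect and wells lacking enzyme for full effect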
Target sequence (Q9GZU7 76-261 limits assumed): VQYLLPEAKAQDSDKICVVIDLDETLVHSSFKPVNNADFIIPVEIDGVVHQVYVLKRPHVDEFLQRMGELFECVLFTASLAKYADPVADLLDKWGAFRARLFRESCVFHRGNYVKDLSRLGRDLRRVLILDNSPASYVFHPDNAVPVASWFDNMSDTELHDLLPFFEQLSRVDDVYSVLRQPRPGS
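System: SCP-1 catalytic domain; Reagent: Phospho 17-mer peptide substrate; Doses: one concentration, 20 µM, with 1.0% DMSO; Incubation: 45 min room-temperature reaction, 5 min colour, 30 min stabiliser; Signal: Phosphate-binding colour reagent, absorbance read at 630 nm.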
MsrA inhibitor: inhibitors of bovine MsrA; 0.75% of 360,000 active; inhibition, % at 15.5 µM; purified bovine MsrA, absorbance read-out; AID 651718; in the data active = inhibition above about 4.5%;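 also: 0% = vehicle wells with enzyme and 100% = reference inhibitor wells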
SUMO1-SIM PPI: SUMO1-SIM interaction modulation; inhibition, % at 20 µM; SUMO1 binding to a labelled peptide, TR-FRET, 1 h; P63165; 0.33% of 360,000 active; in the data active = inhibition above about 37%
Target sequence (P63165 whole entry, looked up): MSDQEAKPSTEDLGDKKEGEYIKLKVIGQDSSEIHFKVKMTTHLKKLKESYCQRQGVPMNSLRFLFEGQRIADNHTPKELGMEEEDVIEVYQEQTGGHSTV
CSN inh: inhibitors of human CSN-mediated cullin deneddylation; Purified CSN, SCF-Nedd8-OG deneddylation, fluorescence polarization; Q92905; inhibition, % at 12.5 µM; 0.38% of 360,000 active;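 active = pattern-corrected inhibition above about 35%, with an unprinted fluorescence ratio check between 0.5 and 1.5, limit read from the data, passing the limit was not always enough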;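 also: 0% = enzyme with substrate and 100% = substrate without enzyme; some results filed as inactive read as strong as hits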
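Detection – fluorescence polarization · System – HEK293T-derived human Csn5 enzyme · Controls – substrate-only high control, full reaction low control · Timing – 90 min, room temperature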
TbMetRS inhib: Trypanosoma brucei MetRS inhibition | inhibition, % at 11.9 µM | 0.4% of 360,000 active | purified T. brucei MetRS, ATP depletion, Kinase-Glo luminescence | AID 624268;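 active = inhibition above a per-plate cutoff of the control wells' mean inhibition plus 3 SD, cut at about 5.5% in these data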;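 also: 0% = DMSO wells median and 100% = median of wells with control inhibitor compound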
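System: purified T. brucei MetRS enzyme / Detection: Kinase-Glo luciferase luminescence reporting remaining unconsumed ATP / Medium: HEPES buffer with MgCl2, KCl, DTT, spermine, BSA, pyrophosphatase / Replication: singlicate, one well per compound / Evaluation: percent inhibition relative to median high and low control wells / Schedule: 2 h aminoacylation at 25 °C after 15 min preincubation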
NadD block: inhibitors of Staphylococcus aureus NadD | purified NadD enzyme, colorimetric absorbance read-out | 0.78% of 360,000 active | inhibition, % at 20 µM; in the data active = inhibition above about 26%; also: some compounds past the cut are filed as inactive
Rpn11 inh: Rpn11 (human) deubiquitinase inhibition. O00487. human 26S proteasome, Ub4-pepOG fluorescence polarization; 20S core pre-blocked with epoxomicin. calls only at 20 µM. 0.59% of 360,000 active. AID 588493;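 active = inhibition at 20 µM, scaled to each plate's controls, above about 33%, limit read from the data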
DNMT1 inh: blocks human DNA methyltransferase DNMT1. P26358. DNMT1 molecular beacon, Hinp1I cleavage, fluorescence. inhibition (reported as % activation of signal), % at 10 µM. 0.83% of 360,000 active. AID 588458; in the data active = inhibition above about 50%
Numbers without * were called inactive; i = inactive; . = no result given; + = active, no number.

compound	Scp1 inh	LMPTP block	TbMetRS inhib	SUMO1-SIM PPI	DNMT1 inh	MsrA inhibitor	STEP block	NadD block	Rpn11 inh	CSN inh
COc1cccc2cc(C(=O)C3=C(O)C(=O)N(CCN4CCOCC4)C3c3cccs3)oc12 (centres undefined)	-12	-2.6	-1.0	-7	-4	1.5	1	2	i	2
COc1cccc(OC)c1C(=O)OCC(=O)NCCCc1ccccc1	-11	-0.7	-0.6	-2	-1	0.3	2	-10	i	-1
O=C(NCc1ccco1)c1ccc(-c2ccccc2Cl)o1	-14	1.4	-1.0	-10	-4	-1.3	1	-4	i	4
Cc1ccc(C(C)(C)C)c(OCCOCCN2CCCC2)c1	-8	-4.7	0.4	3	1	-1.4	0	-4	i	4
Cc1ccc(OCC(=O)Nc2ccc(CN3CCOCC3)cc2)cc1C	1	-0.4	-0.5	3	-4	0.6	-2	-7	i	1
O=C(N/N=C/c1ccc(O)c(O)c1)N/N=C/c1ccc(O)c(O)c1	41	14	-0.3	3	19	5.7*	5	0	i	28
CCOC(=O)N1CCN(C(=O)c2cn(CC(C)C)c(=O)c3c2c2ccccc2n3C)CC1	-11	-1.4	0.0	2	-1	1.2	1	-5	i	-4
C=CCn1c(-c2cc(-c3ccccc3)sc2N)n[nH]c1=S	-10	0.6	-0.6	5	-2	3.0	1	2	i	4
CC(C)(C)NC(=O)N1CCN(c2nc3ccc(Cl)cc3s2)CC1	-5	0.9	-0.1	-4	-3	-0.2	0	-4	i	-3
CC(C)c1ccc(C(=O)N2CCN(CCO)CC2)cc1	8	-3.6	-1.9	1	-1	-0.2	-14	6	i	-5
CC1CN(C(=O)c2cc(S(=O)(=O)N3CCCC3)c(Cl)cc2Cl)CC(C)O1 (centres undefined)	0	-0.2	0.2	0	0	0.5	-2	1	i	0
CN(CP(=O)(O)C(O)c1ccccc1)S(C)(=O)=O (centres undefined)	-8	-1.2	-0.6	2	4	-0.1	-3	-2	i	-2
Cc1c(N2CCCCC2)[nH]c2ccccc12	.	-0.3	-0.3	1	3	-1.0	1	-5	i	-2
O=C(CSc1nc(N2CCCCC2)nc(N2CCCCC2)n1)N1CCN(c2ccccc2)CC1	0	7.8	-0.6	-2	-2	-0.6	5	9	i	-3
Cc1ccc(S(=O)(=O)Nc2ccc(Nc3nccn4c(-c5cccc(OC(F)(F)F)c5)cnc34)cc2)cc1	.	4.5	-0.1	1	-23	-0.1	2	33*	i	1

Three entries out of the list above, arranged by the number in MsrA inhibitor, lowest first:
smiles,MsrA inhibitor
O=C(CSc1nc(N2CCCCC2)nc(N2CCCCC2)n1)N1CCN(c2ccccc2)CC1,-0.6
CN(CP(=O)(O)C(O)c1ccccc1)S(C)(=O)=O (centres undefined),-0.1
CCOC(=O)N1CCN(C(=O)c2cn(CC(C)C)c(=O)c3c2c2ccccc2n3C)CC1,1.2

Next part
compound	Scp1 inh	LMPTP block	TbMetRS inhib	SUMO1-SIM PPI	DNMT1 inh	MsrA inhibitor	STEP block	NadD block	Rpn11 inh	CSN inh
COc1ccccc1OCCOCCN1CCCC1	-6	-2.6	-0.6	-2	-1	0.2	-1	-4	i	-1
O=C(NCCc1ccc(Cl)cc1)c1ccc2nc(N3CCOCC3)sc2c1	-3	-0.8	-0.9	4	-2	0.0	-1	5	i	3
O=C(NCc1ccc(F)cc1)N[C@@H](Cc1ccccc1)C(=O)O	3	-0.6	-0.4	-1	1	-1.2	0	-1	i	3
COc1ccc(C)cc1N(CC(=O)NC(C)c1ccccc1)S(C)(=O)=O (centres undefined)	-2	-1.2	-0.8	-1	3	-1.1	-1	3	i	4
Cc1ccc(N(CCCCN2C(=O)c3ccccc3C2=O)C(=O)c2cccs2)cc1	-12	4.7	0.3	-7	-3	0.3	-1	5	i	1
O=c1c2ccccc2n2nnnc2n1-c1ccccc1	-4	-1.8	-0.4	-2	-2	0.5	-2	0	i	-4
CCN(CC)C(=O)Oc1ccc(Br)cc1C(=O)Nc1ccc(F)c(Cl)c1	-13	3.8	0.1	-3	1	1.0	1	-3	i	4
Oc1ccc(Cl)c2cccnc12	-2	-0.2	-0.2	-4	6	0.0	0	1	i	-5
CC(C)Cc1nnc(NC(=O)CS(=O)(=O)Cc2ccccc2)s1	-2	-0.6	-0.5	-2	3	-2.0	3	-9	i	2
COc1cccc2cc(C(C)N(CCCN3CCOCC3)C(=S)Nc3ccccc3C)oc12 (centres undefined)	-13	-3.0	-0.1	-3	0	1.4	0	0	i	5
CC(C)(C)NC(=O)C(OC(=O)c1cccs1)c1ccc(F)cc1 (centres undefined)	-11	0.3	0.0	1	13	-0.1	0	-6	i	-7
O=C(COC(=O)[C@@H]1CC(O)CN1S(=O)(=O)c1ccc(Cl)c(Cl)c1)NC(=O)NCc1ccccc1 (some centres undefined)	-8	-0.1	0.0	37	-2	0.6	-3	-1	i	0
O=[N+]([O-])c1ccc(CSc2nnc3ccccn23)cc1	2	0.9	-0.6	-15	-2	0.3	0	-1	i	4
CCOC(=O)c1nnn(CC(=O)N2N=C(c3cc(C)ccc3C)CC2c2ccc(OC)cc2)c1C(=O)OCC (centres undefined)	-7	6.1	-0.1	0	-13	0.7	4	12	i	-3
CC1(Cc2ccc(OC(F)(F)F)cc2)C(=O)Nc2ccc(S(=O)(=O)NC3CCCCC3)cc21 (centres undefined)	.	2.5	0.5	9	-9	-1.3	1	-4	i	2

Fetched by structure from the list above:
compound	Scp1 inh	LMPTP block	TbMetRS inhib	SUMO1-SIM PPI	DNMT1 inh	MsrA inhibitor	STEP block	NadD block	Rpn11 inh	CSN inh
CC(C)(C)NC(=O)N1CCN(c2nc3ccc(Cl)cc3s2)CC1	-5	0.9	-0.1	-4	-3	-0.2	0	-4	i	-3
O=C(NCc1ccco1)c1ccc(-c2ccccc2Cl)o1	-14	1.4	-1.0	-10	-4	-1.3	1	-4	i	4

(list continues)
compound	Scp1 inh	LMPTP block	TbMetRS inhib	SUMO1-SIM PPI	DNMT1 inh	MsrA inhibitor	STEP block	NadD block	Rpn11 inh	CSN inh
O=C(O)CSCC(=O)Nc1cccc2ccccc12	-8	-1.8	-0.3	-4	4	0.3	1	3	i	-2
O=S(=O)(c1ccccc1)N(C1=NCCS1)S(=O)(=O)c1ccccc1	-5	-0.7	-0.4	1	0	2.7	-16	-10	i	1
Cc1cc(C(F)(F)F)c2c(N)c(C(=O)Nc3cc(C)on3)sc2n1	-4	-0.6	-1.7	-18	2	-0.2	-4	1	i	3
O=C(CCCn1c(=O)[nH]c2cc(Cl)ccc2c1=O)NCCCN1CCCC1=O	-8	-1.9	-1.2	6	1	0.7	0	0	i	-1
COc1ccccc1CNc1nc(SC)ncc1CO	-6	1.8	-0.8	2	3	1.0	-1	-3	i	0
Cc1cc(C)cc(Oc2coc3c(CN(C)C)c(O)ccc3c2=O)c1	-14	-1.1	-0.2	2	-2	1.4	0	2	i	0
Cc1oc(C(=O)O)cc1COc1ccc2c(C)cc(=O)oc2c1	22	-1.4	-0.1	6	21	0.8	4	-1	i	4
C=CCn1c(O)c(N=NC(=O)OC(C)(C)C)c2ccccc21	-8	-1.4	0.7	-15	-3	0.9	-1	-3	i	2
Cn1c(=S)[nH]c2ccccc21	-4	-1.8	-0.4	-5	-3	-1.4	3	-2	i	5
COc1cc(C(O)CO)ccc1OS(=O)(=O)O (centres undefined)	-4	-1.9	-1.2	-5	15	1.3	-2	0	i	-4
Fc1ccc(NC(=S)N/N=C/c2ccc(F)c(F)c2)c(F)c1	-11	-0.8	-0.7	-2	-1	2.3	-4	-2	i	7
CC1CCCC(NC(=O)CCS(=O)(=O)c2cc3c(cc2Cl)NC(=O)CO3)C1C (centres undefined)	-3	-1.8	-0.2	6	0	0.4	2	3	+	4
Cc1cc(S(=O)(=O)N(Cc2ccccc2Cl)c2ccc3c(c2)CCC3)ccc1-n1cnnn1	-14	0.8	0.2	1	3	-0.9	1	0	i	2
Cc1ccc(Cc2c(-c3ccc(C)cc3)nc3cc(C)ccn23)cc1	.	4.9	-0.7	1	11	-0.3	4	1	i	1
Cn1c(SCC(=O)NCc2ccccc2)nnc1-c1ccc(NC(=O)CCc2ccccc2)cc1	30	-2.3	0.0	-3	-2	-1.4	-3	7	i	2

Some entries already given with just STEP block, CSN inh and Scp1 inh.
canonical_smiles | STEP block | CSN inh | Scp1 inh
CCOC(=O)c1nnn(CC(=O)N2N=C(c3cc(C)ccc3C)CC2c2ccc(OC)cc2)c1C(=O)OCC (centres undefined) | 4 | -3 | -7
CC1(Cc2ccc(OC(F)(F)F)cc2)C(=O)Nc2ccc(S(=O)(=O)NC3CCCCC3)cc21 (centres undefined) | 1 | 2 | .

Next structures.
compound	Scp1 inh	LMPTP block	TbMetRS inhib	SUMO1-SIM PPI	DNMT1 inh	MsrA inhibitor	STEP block	NadD block	Rpn11 inh	CSN inh
CC1(c2ccc3ccccc3c2)NC(=O)N(CC(=O)Nc2cccc(S(=O)(=O)N3CCOCC3)c2)C1=O (centres undefined)	-8	1.0	-0.3	-2	-9	2.0	1	5	i	0
CCN(CC)S(=O)(=O)c1cccc(-c2nnc(SCc3nnc(-c4cccs4)o3)n2N)c1	5	-0.5	-0.7	-1	1	0.3	1	6	i	-3
O=C(NCCOc1ccccc1)c1ccccc1[N+](=O)[O-]	-5	2.0	-1.1	-10	6	-0.7	-2	-10	i	1
Cc1ccc(OCCC(=O)NCCc2ccc(S(N)(=O)=O)cc2)cc1	-2	0.2	-0.9	1	0	-0.8	-2	2	i	1
CC(=O)Nc1cccc(-c2cc(NC=O)c3ncc(-c4ccc(F)c(Cl)c4)n3c2)c1	.	1.9	-0.4	3	-10	1.0	-3	-7	i	6
COc1ccc(S(=O)(=O)N2CCN(CC3CC=CCC3)CC2)cc1 (centres undefined)	3	0.1	-0.6	-1	0	-0.1	-4	-5	i	0
O=C(Nc1ccc(-c2ccco2)cc1)C1CCCN(Cc2ccco2)C1 (centres undefined)	.	5.2	-0.4	-8	-15	-1.5	0	2	i	47
Cc1ccc(S(=O)(=O)c2nc(-c3ccccc3)oc2NCc2cccnc2)cc1	1	1.5	0.4	2	-4	-0.8	-1	6	i	3
Cc1cccc(CN2CCC(N3CC(C)OC(C)C3)CC2)c1 (centres undefined)	-2	-2.1	0.2	2	1	-0.2	1	-1	i	0
O=C(NCC1CCCCC1)c1ccc([N+](=O)[O-])cc1	5	-2.2	-0.4	-24	-2	-0.6	1	-6	i	4
Cc1csc2c(N3CCC(C(=O)O)CC3)ncnc12	-11	-1.1	-0.6	-1	2	0.3	0	-5	i	-1
Brc1cc(Br)cc(CN2CCSCC2)c1	-1	-0.2	-0.1	2	1	0.1	-1	6	i	3
